Hep lipid drop: inhibitors of hepatocyte lipid droplet formation, primary screen, imaging, high-throughput imaging, BODIPY stain; AML12 mouse hepatocytes, oleate lipid droplets; inhibition, % at 6.5 µM; 240,000 compounds, 0.4% hits; AID 1656, 2009;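 active = lipid droplet intensity inhibited by at least 50%, with more than 500 cells counted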
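Assay system: AML12 hepatocytes (mouse); Probe or stimulus: oleic acid at 100 µM to induce lipid droplet formation; Dosing: compound at 6.5 µM only; Schedule: compound with oleate, overnight; Detection: fluorescence imaging, 20x objective, two fields per well; Measure: % inhibition of lipid droplet signal.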
Yfh1-off respiration: enhancers of respiration in Yfh1-depleted yeast, dose response, Friedreich's ataxia, plus single-dose screen (AID 1465); S. cerevisiae Yfh1-off respiration, WST-1 reduction, 72 h; higher fold induction means a stronger effect; one-dose fold induction at 50 µM; EC50 in µM for titrated hits; 220,000 compounds, 0.074% hits;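 active = fold induction of absorbance versus untreated yeast above a set limit, then at least 30% activation at any dose in follow-up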;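 note: activators that raise dye reduction in frataxin-depleted yeast; strong numbers were not always called active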
NOD2 inhibition: NOD2 signaling inhibitors, cell-based, luminescence, uHTS, HEK293 (AID 1566); HEK293 NOD2/NF-kB luciferase reporter, luminescence; higher % means a stronger effect; inhibition, % at 4 µM, or EC50 in µM where a hit was titrated; 290,000 compounds, 0.63% hits; in the data active = inhibition above about 50%; note: many of its hits are not listed in these tables
Ins promoter up: insulin promoter activators in MIN6 cells, imaging, high-content screening, mouse beta cells | MIN6 insulin promoter-GFP reporter; hits give high values | z-score at 5 µM | 190,000 compounds, 0.3% hits;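 active = z-score above 3 at 5 µM with at least 500 cells counted in the well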
Autophagy HCS: autophagy modulators in MEF cells, primary screen, imaging, high-content, MEF GFP-LC3; MEF GFP-LC3 puncta imaging; test concentration mostly 10 µM; calls only at 10 µM (by protocol); 190,000 compounds, 0.98% hits; AID 463193, 2010;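 active = percentage of spot-positive cells more than 3 SD above its plate mean, without a fluorescence outlier flag or 80% toxicity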;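 note: spot-positive cell cutoff set from DMSO-treated cells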
b-catenin transl: modulators of beta-catenin nuclear translocation, primary screen, imaging, HeLa cells, immunofluorescence, high-content. 190,000 compounds, 0.3% hits. nuclear translocation activity, % at 5 µM;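 active = nuclear translocation activity above 50% at 5 µM, with a well cell count of 50 or more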;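 note: per-cell ratio of nuclear to cytoplasmic median beta-catenin stain intensity; plate controls were DMSO negative control for no effect and GSK-3 inhibitor IX positive control for full effect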
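assay system = human HeLa cells, endogenous beta-catenin | times = compound treatment 24 h, 37°C, 5% CO2 | detection = Anti-beta-catenin immunofluorescence on PFA-fixed, Triton-permeabilized cells, DAPI nuclei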
WT yeast gro inh: growth inhibition of WT strain, primary screen, mitochondrial fusion inhibitor project, WT and mutant strains, chemical genetic. mitochondrial fusion phenotypic screen. inhibition, % at 10 µM. 190,000 compounds, 2.1% hits; in the data active = inhibition above about 58%; tested in S. cerevisiae
MT stabilize HCS: microtubule stabilizers in HeLa cells, primary screen, imaging, high-content imaging. HeLa tubulin immunostaining HCS, 24 h; share of cells brighter than vehicle mean+2SD. % tubulin-high responders, % at 10 µM. 200,000 compounds, 0.83% hits. AID 2205, 2009;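 active = plate Z-score above 3 for both tubulin-high and condensed-nucleus cell shares, with cell loss under 80%, at 10 µM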;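 note: anti alpha tubulin signal scored within the nucleus-defined area of each cell; some results filed as inactive read as strong as hits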
Dynein cargo inh: inhibitors of GR-EGFP nuclear translocation, primary screen, dynein cargo transport inhibitor project, imaging, high-content, 3617.4 mouse cells | z-score, hits read low | test concentration mostly 20 µM; stimulated with dexamethasone, 1 µM; hits give low values | 220,000 compounds, 0.47% hits;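 active = plate z-score of nuclear minus cytoplasmic receptor signal below a set negative limit, without overly bright fluorescence or cell loss, cut at about -3.5 in these data, passing the limit was not always enough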;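 note: z-score of nuclear minus cytoplasmic ring GR-EGFP intensity difference per well; some compounds called inactive have numbers as strong as hits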
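Buffer or medium: tetracycline-free induction medium containing charcoal-stripped FBS / Reagent: dexamethasone agonist, 1.0 µM final, for 30 min / Technique: automated 10x imaging of fixed Hoechst-stained cells / Times: induction 48 h, compound 1 h, agonist 30 min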
WT yeast gro inh mutant strain: further read-out of WT yeast gro inh, marked with its call; inhibition, %; mitochondrial fusion phenotypic screen, mutant strain inhibition
Dynein cargo inh cytoplasmic EGFP: recorded beside Dynein cargo inh, whose call it bears; z-score; measured here: cytoplasmic GR-EGFP intensity; hits give high values
Dynein cargo inh nuclear GR-EGFP: also measured in Dynein cargo inh; calls as there; z-score; measured here: nuclear GR-EGFP intensity;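 lower value marks the stronger effect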
Dynein cargo inh cell count: second read-out of Dynein cargo inh, no call of its own (marks repeat the call); z-score; measured here: cell count per field
Ins promoter up cell count: recorded beside Ins promoter up, whose call it bears; cell count; measured here: cytotoxicity, nuclei count;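 total cells summed across four imaged fields per well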
Hep lipid drop cells 6.5 µM: also measured in Hep lipid drop; calls as there; cell count; measured here: cell count, cytotoxicity flag;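 cells counted across two imaged fields per well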
b-catenin transl cell count 5 µM: second read-out of b-catenin transl, no call of its own (marks repeat the call); cell count; measured here: cell count, cytotoxicity flag
MT stabilize HCS Hoechst-high %: second read-out of MT stabilize HCS, no call of its own (marks repeat the call); % Hoechst-high responders; measured here: nuclear condensation Hoechst responders;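 share of cells brighter than vehicle mean plus two SD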
MT stabilize HCS cytotoxicity %: further read-out of MT stabilize HCS, marked with its call; toxicity, %; measured here: cytotoxicity by cell density;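 0% = mean cell density of plate MIN control wells and 100% = no cells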
Autophagy HCS cell loss 18 h: recorded beside Autophagy HCS, whose call it bears; toxicity, %; measured here: cell loss, nuclei count;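 cell loss after 18 h compound exposure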
Numbers without * were called inactive; i = inactive; · = no result given.

SMILES	Hep lipid drop	Hep lipid drop cells 6.5 µM	Yfh1-off respiration	NOD2 inhibition	Ins promoter up	Ins promoter up cell count	Autophagy HCS	Autophagy HCS cell loss 18 h	b-catenin transl	b-catenin transl cell count 5 µM	WT yeast gro inh	WT yeast gro inh mutant strain	MT stabilize HCS	MT stabilize HCS Hoechst-high %	MT stabilize HCS cytotoxicity %	Dynein cargo inh	Dynein cargo inh cytoplasmic EGFP	Dynein cargo inh nuclear GR-EGFP	Dynein cargo inh cell count
CC(=O)c1ccc(N2CCN(C(=O)c3ccc4nc[nH]c4c3)CC2)cc1	-13	669	i	3%	0.3	1171	i	6	·	·	-15	-9	2.2	2.4	8.0	-0.47	-0.31	-0.59	0.68
O=C(Cc1ccc(-n2c(=O)[nH]c3ccsc3c2=O)cc1)NCc1cccnc1	9	713	i	15%	0.05	1568	i	11	-0.1	1042	10	14	1.8	2.3	4.7	0.54	-0.23	0.41	-0.4
Cc1cc2ccccc2n2c(SCC(=O)N3CCOCC3)nnc12	0	680	i	12%	1.1	1616	i	8	-0.7	1559	-3	0	2.3	2.4	4.4	0.69	-0.29	0.73	-0.53
COc1ccc(F)cc1C(=O)C1CCCN(C(=O)CSc2ccccn2)C1 (stereo not drawn)	-22	719	i	13%	-0.8	1505	i	22	-3.7	1030	0	13	2.2	1.9	0.7	-0.33	-0.28	0.031	0.17
Cc1ccc(-n2nc(C)c(NS(=O)(=O)c3ccccc3)c2C)cc1C	-10	795	i	9%	-1.2	880	i	-15	-1.2	1222	21	19	1.3	1.8	5.1	-0.52	-0.31	-0.12	0.64
COc1ccc(-n2c(SCCC(=O)O)nnc2-c2ccncc2)cc1	8	685	i	9%	-0.2	1368	i	0	-0.6	1085	-1	-6	3.3	1.7	5.9	-0.5	-0.2	0.069	-0.7
NS(=O)(=O)c1ccc(NC=C2C(=O)OC3(CCCCC3)OC2=O)cc1	·	·	i	-12%	3.8*	1183*	i	3	·	·	-22	6	4.7	1.4	5.9	0.19	-0.14	0.36	-0.048
Cc1ccc(/C=N/Nc2nc(N3CCOCC3)nc(N3CCOCC3)n2)o1	18	735	i	2%	·	·	i	20	-1.8	525	-6	-2	1.6	1.7	0.1	-0.57	-0.24	-0.22	0.74
CCOC(=O)c1ccc(NC(=S)NCCc2ccccc2)cc1	·	·	i	22%	-0.82	1412	i	-4	0.9	1371	12	-4	0.7	1.2	5.9	-0.53	-0.21	-0.42	0.27
O=C(/C=C/c1c(F)cccc1Cl)Nc1nn[nH]n1	2	697	i	-5%	-0.26	1371	i	-4	-0.4	1437	-3	-7	5.5	1.2	1.9	0.16	-0.36	0.017	0.28
Cc1[nH]nc2c1C(c1ccsc1)C(C#N)=C(N)O2 (stereo not drawn)	-14	787	i	1%	0.74	972	i	15	-3.1	1096	-3	-4	2.3	1.2	5.8	-0.39	0.27	-0.088	0.083
Cc1cccc(C(=O)NC(C)C(c2cccs2)N2CCOCC2)c1 (stereo not drawn)	-62	665	i	3%	0.85	998	·	·	0.3	1312	·	·	·	·	·	-1.4	-0.13	-0.44	1.7
Cc1cc(C)cc(-n2c(SCC(=O)NCc3ccco3)nc3ccccc3c2=O)c1	5	784	i	6%	·	·	i	11	-1.5	1246	-17	-7	1.5	1.5	0.5	0.27	-0.088	0.22	0.15
COc1ccc(Nc2cc(C(=O)NCc3cccnc3)c3ccccc3n2)c(OC)c1	3	697	i	-5%	-0.39	1239	i	-35	0.1	1095	4	1	1.6	2.0	13	1.7	-0.18	1.1	-1.3
CCOC(=O)Cn1cc(C#N)c2ccccc21	1	756	i	6%	0.4	1485	i	-3	0.9	1008	-13	-11	1.3	0.7	5.7	-0.072	-0.3	0.16	0.74
COc1ccc(CNS(=O)(=O)c2cc(OCC(N)=O)c(C)cc2Cl)cc1	·	·	i	0%	-0.14	1236	i	-31	0.8	1397	-4	-17	2.2	1.7	4.6	0.31	-0.21	1	-0.11
COc1cc(OC)c(C2C(C(=O)Nc3ccc(C)cc3C)=C(C)Nc3ncnn32)cc1OC (stereo not drawn)	·	·	i	-5%	-0.48	1583	i	11	-0.2	1432	6	-3	3.2	1.9	0.3	0.46	-0.22	-0.014	-0.24
COc1ccccc1N1CCN(CC(=O)Nc2ccc(C)c(F)c2)CC1	·	·	i	11%	-0.46	1192	i	11	2.6	1386	-3	-5	2.3	1.8	18	-0.99	-0.24	-0.24	1.8
CCCC(=O)Nc1ccc(NC(=O)C23CC4CC(CC(C4)C2)C3)cn1	10	771	i	11%	1.1	1103	i	7	0.6	928	-7	-6	2.4	2.2	3.9	-0.77	-0.2	-0.16	-0.43
COc1ccccc1CN1CCNC(=O)C1CC(=O)NCc1c(C)n[nH]c1C (stereo not drawn)	4	722	i	17%	1.6	1552	i	2	-0.1	1584	-5	2	1.2	1.7	8.8	-0.2	-0.069	-0.26	0.4
CCOC(=O)N1CCN(C(=O)c2cccn3c(=O)c4c5c(sc4nc23)CCCC5)CC1	-3	704	i	11%	-0.64	1239	i	-1	0.6	1063	-4	11	4.6	2.0	7.4	-0.79	-0.32	0.25	-0.44
Cc1ccc(CSc2sc(C(=O)c3ccccc3)c(N)c2C#N)cc1	26	759	i	5%	·	·	i	-1	-7.0	1240	14	3	3.7	1.4	5.7	0.64	-0.23	0.31	-0.032
Cc1cc(=O)c2n(Cc3ccccc3Cl)nc[n+]2[nH]1	10	775	i	23%	0.62	1069	i	-63	-1.0	1035	-19	5	7.2	1.5	4.4	0.32	-0.15	0.86	-0.34
O=C(Cn1nnc2ccccc2c1=O)N1CCOCC1	1	681	i	0%	0.43	1514	i	-2	-0.8	897	4	3	2.2	3.2	11	-0.65	-0.33	-0.43	1.5
O=c1c2ccc([N+](=O)[O-])cc2ncn1CCOc1ccccc1	-1	585	i	2%	-0.01	1465	i	66	0.9	1500	10	14	3.9	4.2	2.8	0.17	-0.3	0.77	-0.93
Cc1c(C(=O)/C=C/N(C)C)nnn1-c1ccc(Cl)c(Cl)c1	-28	705	i	-23%	-0.59	1119	·	·	0.2	1281	·	·	·	·	·	-1.3	-0.17	-0.53	0.53
CCOC(=O)C1CCCN(CCC(=O)Nc2ccc(F)c(F)c2)C1 (stereo not drawn)	-4	783	i	3%	0.9	1164	i	0	-4.5	1131	2	-4	2.7	1.8	8.3	-0.56	-0.21	0.039	0.71
CCOc1cc(/C=N/Nc2ccc(C(=O)O)cc2)ccc1OC(=O)c1ccccc1C	9	751	i	25%	·	·	·	·	-0.8	1293	·	·	·	·	·	0.32	-0.28	0.25	0.31
CC12CN3CC(C)(CN(C1)C3c1ccc(F)cc1)C2 (stereo not drawn)	-17	676	i	1%	-0.03	1029	i	16	-2.0	1049	14	-2	5.0	1.7	1.7	2.6	0.082	1.9	-2.4
CCN(CC)c1nc(C)c(C(C)=O)cc1C#N	-3	742	i	-22%	0.89	977	i	4	-1.9	1040	12	14	1.0	1.0	6.6	-0.98	-0.21	-0.61	0.96
CCn1c(CC(=O)Nc2ccccc2)n[nH]c1=S	-5	714	i	3%	0.92	1434	i	-3	-0.8	966	0	-3	1.5	1.7	5.1	0.21	-0.027	0.022	-1.7
Cc1noc(C)c1S(=O)(=O)N(CC(=O)NCc1ccc(Cl)cc1)c1ccc2c(c1)OCO2	·	·	i	0%	-1.6	973	i	7	0.0	1112	1	-3	3.9	2.6	4.8	-1	-0.21	-0.6	0.45
O=C(COc1ccc2ccccc2c1)N1CCN(c2ccccc2O)CC1	-5	755	i	-3%	-1.1	1248	i	5	0.0	1146	10	11	3.0	2.1	0.0	2.3	-0.21	1.3	-1.7
O=C(O)c1ccccc1-c1ccccc1C(=O)Nc1cccc(Br)c1	11	740	i	5%	0.46	1402	·	·	-1.3	1139	·	·	·	·	·	1.4	-0.25	0.29	-0.87
CCN(CC)c1ccc(NC(=O)COC(=O)CCC(=O)c2ccc(F)cc2)cc1	8	789	i	-13%	0.04	823	i	-18	-1.5	1064	8	2	2.1	1.6	5.9	-0.58	-0.19	-0.12	0.054
O=C(/C=C/c1ccc([N+](=O)[O-])cc1)NCCc1ccccc1	1	680	i	7%	-0.73	1507	i	21	0.5	1467	-6	15	2.5	2.2	11	-0.19	-0.25	0.19	1.1

Look-ups from the results shown.
Hep lipid drop cells 6.5 µM, Cc1c(C(=O)/C=C/N(C)C)nnn1-c1ccc(Cl)c(Cl)c1 stands at 705
MT stabilize HCS cytotoxicity %, O=c1c2ccc([N+](=O)[O-])cc2ncn1CCOc1ccccc1 stands at 2.8

Part of the list above, in CSV form.
Structure,Hep lipid drop,Hep lipid drop cells 6.5 µM,Yfh1-off respiration,NOD2 inhibition,Ins promoter up,Ins promoter up cell count,Autophagy HCS,Autophagy HCS cell loss 18 h,b-catenin transl,b-catenin transl cell count 5 µM,WT yeast gro inh,WT yeast gro inh mutant strain,MT stabilize HCS,MT stabilize HCS Hoechst-high %,MT stabilize HCS cytotoxicity %,Dynein cargo inh,Dynein cargo inh cytoplasmic EGFP,Dynein cargo inh nuclear GR-EGFP,Dynein cargo inh cell count
CCn1c(CC(=O)Nc2ccccc2)n[nH]c1=S,-5,714,i,3%,0.92,1434,i,-3,-0.8,966,0,-3,1.5,1.7,5.1,0.21,-0.027,0.022,-1.7
O=c1c2ccc([N+](=O)[O-])cc2ncn1CCOc1ccccc1,-1,585,i,2%,-0.01,1465,i,66,0.9,1500,10,14,3.9,4.2,2.8,0.17,-0.3,0.77,-0.93

A portion of the library; rates above refer to the full screens.
